Compound activity from PubChem BioAssay.
CHRM1 antagonist: antagonists of human M1 muscarinic receptor. P11229. CHO-K1 hM1, Fluo-8 calcium fluorescence, ACh EC80 antagonist. AID 588852. 360,000 compounds, 1.3% hits. inhibition, % at 3 µM;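 active means percent inhibition above its own plate's cutoff, namely the mean of that plate's compound wells plus 3 SD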;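 further: peak over basal fluorescence ratio during 140 s after agonist addition; 0% = ACh EC80 plus DMSO and 100% = DMSO alone without agonist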
Target sequence (P11229 whole entry, looked up): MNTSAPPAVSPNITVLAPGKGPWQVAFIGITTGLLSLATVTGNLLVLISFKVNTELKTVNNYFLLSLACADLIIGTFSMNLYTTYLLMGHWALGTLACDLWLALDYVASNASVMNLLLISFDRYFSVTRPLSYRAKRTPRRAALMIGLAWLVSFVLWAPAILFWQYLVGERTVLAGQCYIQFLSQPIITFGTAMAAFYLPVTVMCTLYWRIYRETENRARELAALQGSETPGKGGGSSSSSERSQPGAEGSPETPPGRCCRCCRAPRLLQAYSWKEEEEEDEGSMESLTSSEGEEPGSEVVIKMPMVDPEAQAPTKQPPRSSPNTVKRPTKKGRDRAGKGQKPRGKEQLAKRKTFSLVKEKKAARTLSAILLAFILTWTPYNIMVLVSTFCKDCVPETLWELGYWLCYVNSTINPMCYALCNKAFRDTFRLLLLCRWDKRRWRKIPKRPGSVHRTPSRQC
M5 ag: CHRM5 agonism in calcium assay; P08912; CHO-K1 hM5 cells, Fluo-8 calcium fluorescence; 0% DMSO wells, 100% maximal acetylcholine response; activation, % at 3 µM; 360,000 compounds, 0.19% hits;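 active means activation above the run's mean over test compounds plus 3 SD, cut at about 23% in these data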;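 further: signal is peak over basal fluorescence ratio across the kinetic read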
CRFR2-BP ag: CRF-BP/CRF-R2 complex agonism; HEK293 CRF-R2/CRF-BP, calcium dye fluorescence (FLIPR); percent of saturating CRF peptide response; activation, % at 13.2 µM; 350,000 compounds, 0.46% hits;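 active means activation of at least 50%, plus an integration ratio under a set limit after plate pattern correction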;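 further: plate controls were neutral control wells without compound for no effect and CRF at EC100 for full effect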
M4 PAM: CHRM4 positive allosteric modulation; P08173; CHO-K1 hM4/Gqi5, Fluo-8 calcium fluorescence, ACh EC20; 0% = ACh EC20, 100% = maximal ACh; activation, % at 3 µM; 360,000 compounds, 0.4% hits; AID 624126;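 active means activation above its plate's cutoff, the mean activation of sample wells plus 3 SD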; further: some results filed as inactive read as strong as hits
Target sequence (P08173 whole entry, looked up): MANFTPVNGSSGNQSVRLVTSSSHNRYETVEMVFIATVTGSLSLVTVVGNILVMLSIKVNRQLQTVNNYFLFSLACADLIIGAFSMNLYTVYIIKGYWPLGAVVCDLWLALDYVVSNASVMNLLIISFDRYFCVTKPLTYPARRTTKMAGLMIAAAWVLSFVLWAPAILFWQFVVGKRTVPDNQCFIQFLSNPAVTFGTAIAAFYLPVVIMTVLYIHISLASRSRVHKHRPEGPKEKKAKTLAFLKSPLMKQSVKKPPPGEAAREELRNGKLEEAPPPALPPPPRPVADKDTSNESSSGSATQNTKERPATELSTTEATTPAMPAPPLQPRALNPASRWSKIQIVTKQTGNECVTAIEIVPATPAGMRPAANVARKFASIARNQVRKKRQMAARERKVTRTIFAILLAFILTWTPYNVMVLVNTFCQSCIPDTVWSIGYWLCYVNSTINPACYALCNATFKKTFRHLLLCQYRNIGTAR
M1 PAM: potentiates human M1 receptor response to acetylcholine | P11229 | CHO-K1 hM1, Fluo-8 calcium fluorescence, ACh EC20; 0% = ACh EC20, 100% = maximal ACh | activation, % at 3 µM | 360,000 compounds, 0.088% hits | AID 588819; in the data active means activation above about 19%, passing the limit was not always enough
M5 antag: antagonists of human muscarinic M5 receptor (CHRM5) | P08912 | 360,000 compounds, 0.59% hits | inhibition, % at 3 µM | CHO-hM5 cells, Fluo-8 calcium fluorescence, ACh EC80;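 active means inhibition above a per-plate cutoff, the mean of that plate's test compounds plus 3 SD, cut at about 27% in these data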;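 further: 0% = acetylcholine EC80 with DMSO and 100% = DMSO without agonist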
CHRM4 antagonist: blocks acetylcholine activation of human M4 receptor; CHO-hM4 cells, ACh EC80, Fluo-8 calcium fluorescence; inhibition, % at 3 µM; 360,000 compounds, 0.73% hits;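 active means inhibition above its plate's cutoff, the mean inhibition of sample wells plus 3 SD, cut at about 27% in these data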;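 further: 0% = acetylcholine EC80 with DMSO and 100% = DMSO without agonist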
M5 PAM: potentiates acetylcholine response at human M5 receptor; 360,000 compounds, 0.3% hits; activation, % at 3 µM; P08912; CHO-K1 hM5, Fluo-8 calcium, ACh EC20 PAM; 0% = ACh EC20, 100% = ACh EC100; AID 624038;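 active means activation above the run cutoff, the mean activation of all test compounds plus 3 SD, cut at about 18% in these data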
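Measured by: Fluo-8 calcium fluorescence; material: human M5 receptor in CHO-K1 cells; schedule: Post-acetylcholine fluorescence recording 140 s; benchmarks: low control EC20 acetylcholine (0%), high control EC100 acetylcholine (100%); read-out: Max/basal fluorescence ratio as % of EC20–EC100 ACh window; compound: single dose, 3 µM nominal final test concentration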
M4 ag: agonists of human muscarinic M4 receptor (CHRM4) | activation, % at 3 µM | CHO-K1 hM4/Gqi5, Fluo-8 calcium fluorescence; vehicle 0%, full acetylcholine response 100% | P08173 | 360,000 compounds, 0.14% hits | AID 624127;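 active means activation above the run mean over all test wells plus 3 SD, cut at about 32% in these data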;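 further: peak over basal fluorescence ratio per well then scaled between controls; 0% = DMSO wells and 100% = acetylcholine at EC100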
Numbers without * were called inactive. Not a hit list. Share with any hit: about 2.8%.

SMILES	CHRM1 antagonist	M5 ag	CRFR2-BP ag	M4 PAM	M1 PAM	M5 antag	CHRM4 antagonist	M5 PAM	M4 ag
CCOCCCNS(=O)(=O)c1ccc(OC)c(Cl)c1Cl	7.5	-6.5	-0.8	5.0	-1.0	0.9	5.0	-1.9	1.4
O=C(O)c1nc(-c2ccccc2)n(-c2ccccc2)n1	-10.1	-1.4	-4.7	5.1	10.5	-4.1	-4.3	-5.0	0.6
O=C(NCCN1CCNC1=O)C1CCC(=O)N(CCc2ccc(Cl)cc2)C1 (stereo not given)	-6.9	-2.2	0.2	2.7	4.5	-21.1	-8.4	6.4	0.4
O=C(NC(=S)NNC(=O)c1ccco1)c1ccc(F)cc1	-7.4	-3.8	5.7	-3.2	5.4	20.1	-1.0	-2.7	0.6
COc1ccc(-c2sc(Nc3ccccc3)n[n+]2C)c(C)c1C	-4.1	-10.4	-1.9	8.9	7.3	1.1	-4.1	13.2	-2.7
O=C(CCN1C(=O)/C(=C\c2cccs2)SC1=S)Nc1ccccn1	8.2	1.5	5.6	-11.9	-14.0	-6.3	-9.3	-15.8	13.6
CCc1c(C)nc(SCC(=O)N2C(C)CCCC2C)[nH]c1=O (stereo not given)	-3.0	-0.2	1.7	-7.6	1.7	5.5	6.2	-0.3	-0.1
CN(C)S(=O)(=O)c1ccc(NC(=O)COC(=O)C2COc3ccccc3O2)cc1 (stereo not given)	-1.1	1.2	-2.5	-3.0	2.8	3.6	-0.5	-6.3	3.1
COc1cccc(CCNC(=O)CCc2nnc(-c3ccc4c(c3)OCO4)o2)c1	-4.4	-2.4	-0.8	1.6	2.3	2.9	-2.8	2.3	1.1
Cc1c(Cl)c([N+](=O)[O-])nn1CC(=O)N1CCN(C23CC4CC(CC(C4)C2)C3)CC1	3.4	-7.5	-2.0	-11.3	-11.1	-5.5	-1.9	0.2	2.0
CCOC(=O)/C=c1\s/c(=C\c2ccccc2C)c(=O)n1CC(=O)NCc1ccc2c(c1)OCO2	-14.4	0.5	0.5	4.4	6.3	1.5	4.1	-0.1	2.4
CN1CCN(c2nc3c(c(=O)n(C)c(=O)n3C)n2Cc2cccc3ccccc23)CC1	-11.1	-0.8	1.6	10.8	5.5	-0.5	1.6	3.8	-2.1
Cc1cc(=O)oc2cc(NC(=O)c3cccc(Br)c3)ccc12	-13.2	0.2	-0.2	0.7	7.8	8.9	-6.4	-0.8	-0.3
CC(C)C(NC(=O)c1cccs1)c1nnc(SCC(=O)Nc2nccs2)n1C (stereo not given)	1.1	1.7	0.6	0.5	3.2	-7.0	1.9	6.2	-0.7
Cc1cc(NC(=O)COn2nnc3ccc(Cl)cc32)no1	-21.3	-2.7	-1.1	6.3	2.0	1.1	-7.8	6.1	0.6
O=C(COC(=O)c1cc(-c2ccco2)nc2ccccc12)NCc1ccccc1	-15.5	-2.0	-0.3	-5.3	2.5	5.3	2.6	-1.6	3.9
Cc1cnc(C(=O)OCC(=O)Nc2ccc(OCc3ccccc3)cc2)cn1	-18.1	4.2	1.4	-1.6	13.4	24.8	3.6	-8.7	6.7
CCOC(=O)C1=C(CN2CCC(C)CC2)NC(=O)NC1c1ccc(Cl)cc1 (stereo not given)	-8.0	-1.7	0.3	3.9	3.8	-11.8	-6.2	-0.1	1.9
COc1ccc(N2C(=O)CCC(C(=O)N3CCCCC3)C2c2ccc(F)cc2)cc1 (stereo not given)	-17.2	-4.9	2.2	7.0	2.2	-6.8	-1.8	-5.5	0.1
CCCn1cc(S(=O)(=O)CC(=O)NC2CCCCC2)c2ccccc21	1.4	3.6	0.9	16.0	5.0	-2.3	8.3	6.3	0.1
COc1ccc(C2C(C(=O)N3CCC(C)CC3)c3ccccc3C(=O)N2C)cc1 (stereo not given)	-3.9	-5.3	-1.8	-1.1	4.9	4.8	-9.2	-10.3	4.4
CCOC(=O)[C@H]1[C@H]2COc3ccc(OC)cc3[C@@H]2N2C(=O)CN(Cc3ccc(C)cc3)C(=O)[C@@]12C	-14.7	2.3	-2.2	-0.7	5.2	4.3	-2.8	-2.3	7.6
CCOC(=O)CSc1nc(Nc2ccc3c(c2)OCO3)c2ccccc2n1	15.1	-2.5	0.6	-11.5	-9.6	-1.9	0.5	-1.3	3.7
C=CCC1(CC=C)CCCN1C(=O)c1cc(COc2ccc(-n3cncn3)cc2)on1	38.7*	1.4	0.1	-10.0	-10.8	41.9*	28.6*	-16.5	17.3
CCOC(=O)N1CCN(C(=O)C(CC)n2nc(C)c3sc4ccccc4c3c2=O)CC1 (stereo not given)	-8.1	-3.8	0.2	-0.8	4.6	1.0	4.3	3.8	-0.4
CCCC1CC(C#N)N(N(C)C)C1=C(C#N)C#N (stereo not given)	7.8	2.5	-0.3	-20.1	-5.4	16.4	-0.3	-14.7	10.6
CCOC(=O)CN1C(=O)N[C@@H](c2cccc(C(F)(F)F)c2)C(C(C)=O)=C1C	7.6	0.4	-2.9	14.6	-0.3	-0.9	3.7	-0.7	3.0
Nc1ncnc2c1ncn2[C@@H]1O[C@H](CNCc2ccc(OCC(=O)Nc3ccccn3)cc2)[C@@H](O)[C@H]1O	-3.0	0.8	-0.1	-2.0	4.0	5.3	-1.5	-3.2	0.0
Cc1cc(SCC(=O)N/N=C/c2ccc(O)c(O)c2)nc2ccccc12	-14.0	4.0	-0.7	-0.5	4.1	-7.4	-9.0	13.8	7.9
CCn1cnc2cc(NCc3ccc(Cl)cc3)ccc21	-3.1	-5.5	0.5	-2.6	-7.2	9.8	-8.3	-6.3	2.8
COc1ccc(-n2c(Cc3cccn3C)nnc2SCC(=O)Nc2ccc(C)cc2C)cc1	-2.5	3.4	-1.6	9.8	6.8	-7.7	-9.2	7.1	-2.3
N#CCCN1CCN(C(=S)c2ccc(-c3cc(Cl)ccc3Cl)o2)CC1	30.3*	-6.9	-1.3	-14.3	-9.5	3.9	13.0	-14.0	-0.5
CC(C)CC(=O)N1CCN(C(=O)c2ccco2)CC1	-4.1	-2.4	-0.8	5.5	7.8	1.2	-1.0	0.6	1.0
Cc1cccc(NC(=O)CSc2nc3ccccc3c(=O)n2C)c1C	33.3*	7.1	0.9	-7.8	-20.1	14.9	8.0	-11.4	13.5
CC(=O)OCCCCCCCCCCC[N+]1(C)CCCCC1	64.7*	-15.5	2.3	-24.1	-22.8	11.2	55.9*	-19.7	0.6
COc1ccc(CCNC(=O)c2cc(S(=O)(=O)N(C)C)ccc2N2CCCC2)cc1OC	-3.2	-1.1	-0.3	-0.4	0.8	-9.0	-2.5	7.9	0.7
Cc1cccc(/C(N)=N/OC(=O)COc2ccc(Cl)cc2)c1	-0.7	-1.0	-0.2	7.3	11.7	-7.4	-1.8	15.4	-0.1
CN(C)CCCCCNCCCNC(=O)/C=N\O	-25.4	1.0	2.5	4.0	10.0	1.1	-2.8	2.6	1.2
CCOC(=O)C(=CNc1cc(C)nn1-c1ccc(Cl)cc1)C(=O)OCC	4.3	-2.9	-1.1	12.9	-1.6	-12.2	-15.3	6.6	-2.1
CC[C@@]12C(=O)N(c3cccc(F)c3)C(=O)N1[C@H](c1cccc(C)c1)[C@@H]1C(=O)N(Cc3ccccc3)C(=O)[C@@H]12	-7.2	-1.0	-1.8	9.0	4.1	10.8	-0.9	-1.6	3.5
C/C(Cl)=C/Cn1c(NCCN(C)C)nc2c1c(=O)n(C)c(=O)n2C	4.8	-8.2	0.0	-9.2	-4.8	9.0	3.1	-35.0	9.3
CNCc1ccccc1Sc1cc(O)ccc1O	4.6	-4.3	3.9	7.1	1.3	-3.4	-1.2	11.8	0.8
CCOC(=O)C1=CN(Cc2cccc(-c3cccnc3)c2)S(=O)(=O)N(CC)C1C (stereo not given)	-7.3	1.4	-2.6	-2.9	2.0	-8.9	-8.6	-2.5	6.2
O=C(CNC(=O)Cc1cccc2ccccc12)NCc1ccccc1F	-15.3	-1.1	-1.7	-3.8	11.3	3.9	2.0	-1.4	0.5
O=S(=O)(CC(CN1CCCC1)N1CCCC1)c1ccc2ccccc2c1 (stereo not given)	-5.6	-4.0	2.1	8.6	7.2	-6.0	4.0	10.4	0.0
COC(=O)C1=C(C)N(Cc2ccccc2)C(=NCCCCO)N[C@H]1c1cccc(C(F)(F)F)c1	-11.5	-1.4	1.1	-0.3	5.8	22.2	0.4	-6.1	3.7
CCN(CC)S(=O)(=O)c1ccc(C)c(NC(=O)CSc2nc3ccccc3[nH]2)c1	-0.9	-1.8	-2.4	2.4	4.4	10.1	-6.9	-9.5	4.4
c1ccc(Nc2nc(CSc3ncn[nH]3)cs2)cc1	0.3	-3.3	1.1	-5.3	6.4	-5.0	2.8	-5.5	1.7

Profiles, looked up by structure.
Shown for c1ccc(Nc2nc(CSc3ncn[nH]3)cs2)cc1 = CHRM1 antagonist: 0.3; M5 ag: -3.3; CRFR2-BP ag: 1.1; M4 PAM: -5.3; M1 PAM: 6.4; M5 antag: -5.0; CHRM4 antagonist: 2.8; M5 PAM: -5.5; M4 ag: 1.7
Shown for COC(=O)C1=C(C)N(Cc2ccccc2)C(=NCCCCO)N[C@H]1c1cccc(C(F)(F)F)c1 = CHRM1 antagonist: -11.5; M5 ag: -1.4; CRFR2-BP ag: 1.1; M4 PAM: -0.3; M1 PAM: 5.8; M5 antag: 22.2; CHRM4 antagonist: 0.4; M5 PAM: -6.1; M4 ag: 3.7

New compounds follow:
SMILES	CHRM1 antagonist	M5 ag	CRFR2-BP ag	M4 PAM	M1 PAM	M5 antag	CHRM4 antagonist	M5 PAM	M4 ag
O=C(C1CCCCN1S(=O)(=O)c1ccccc1[N+](=O)[O-])N1CCCCC1 (stereo not given)	-9.1	-1.6	-0.8	8.2	7.2	3.6	-11.6	-0.1	0.9
O=C(O)/C=C/C(=O)N(CC1CCCO1)C1CC(=O)N(c2c(Cl)cccc2Cl)C1=O (stereo not given)	-7.8	-0.3	2.9	3.0	7.3	-2.5	-3.5	8.4	1.0
Cc1cc(/C=N/NC(=O)COc2cccc3cccnc23)c(C)n1-c1ccc(O)cc1	-4.3	2.5	0.4	-2.1	1.8	1.0	5.1	-1.5	0.2
C=CCN1C(=O)C(CC(=O)O)S/C1=N/N=C/c1ccc(N(CC)CC)cc1 (stereo not given)	-14.5	-3.7	-0.6	8.9	15.2	-1.2	-16.1	8.4	0.8
O=C(COc1ccc([N+](=O)[O-])cc1)Nc1ccc(N2CCN(C(=O)c3ccco3)CC2)cc1	-4.1	6.6	17.1	-0.3	4.6	-3.9	-8.1	-4.3	4.7
Cc1c(N2C(=O)CSC2c2ccc(F)cc2)c(=O)n(-c2ccccc2)n1C (stereo not given)	-5.6	-1.4	1.6	-4.3	2.4	0.4	0.6	-0.2	0.9
CCNc1nc(NCC)nc(Oc2ccc(OCC)nn2)n1	-30.4	3.1	-1.3	5.8	6.8	1.2	-5.9	-7.9	1.1
C=CCn1c(SCC(=O)c2ccccc2)nnc1-c1cc2ccccc2o1	7.4	-4.2	1.4	1.1	-3.6	-1.5	-0.9	-1.8	2.6
CC1Cc2ccccc2N1C(=O)CSc1nnnn1C (stereo not given)	-5.0	-13.6	-4.4	6.0	2.7	3.4	1.1	4.5	1.1
